Source: PubChem BioAssay
ATXN viability: viability counter-screen for ATXN expression inhibitors; Potency, µM (series often up to 56.7 µM), actives largely listed as cytotoxic; S2 cells (HEK-293 line with an ATXN2-luciferase reporter) viability, CellTiter-Fluor protease fluorescence, 24 h; 0.49% of 400,000 active; also: nearly all actives have a fitted effect of over 40% in size
TGFb SMAD3 inh: blocks TGF-b signaling | Potency, µM (highest dose often 46.1 µM), inactives show at the top dose activity, negative = inhibition, most hits filed as inhibitors | 1.2% of 410,000 active | HepG2 CAGA-GFP TGF-b/SMAD3 reporter, GFP fluorescence, 18 h; TGF-beta stimulated, 500 pg/mL final; also: % is scaled to controls: 0 for no effect and ±100 for the full control effect; nearly all actives have a fitted effect of over 65% in size
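Per well, imaged GFP fluorescence of HEPG2 CAGA-GFP cells gives the signal; cells get compound, then TGF-beta (500 pg/mL final), 18 h at 37 degrees C; %Activity versus -TGF-beta and +DMSO controls.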
HepG2 viability: counter-screen for TGF-b inhibitors: cytotoxicity in HepG2 cells; Potency, µM (series often up to 46.1 µM), for the others: top-dose activity change, negative = cytotoxicity, usual class: cytotoxic; AID 588856; HepG2 CAGA-GFP viability, ATP luminescence, 18 h; 0.76% of 410,000 active; also: some results filed as inactive show a strong effect at the top dose
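HepG2 CAGA-GFP cells (1000/well, DMEM with 1% FBS) received compound, then TGF-beta at 500 pg/mL final, and were incubated 18 hours at 37 degrees C. Viability was read by CellTiter-Glo luminescence. Media-only wells were set as complete cell-killing and DMSO as no toxicity.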
MCF10A rereplic: DNA re-replication induction in MCF 10a cells. MCF 10A DNA re-replication, Hoechst nuclear intensity, 48 h. 2.9% of 350,000 active. Potency, µM (top dose mostly 46.1 µM), for inactives: at the highest dose activity, positive = re-replication, actives largely listed as activators; also: % of control where 0% means no effect; nearly all actives have a fitted effect of over 50% in size
Nrf2 block: inhibitors of Nrf2 signaling; A549 ARE-Fluc reporter, luciferase luminescence, 18-24 h; Potency, µM (titrated, usually from 46 µM), for inactives: at the top dose activity change, negative = inhibition, hits mostly inhibitors; 2.1% of 360,000 active; AID 504444; also: % is scaled to controls: 0 for no effect and ±100 for the full control effect; nearly all actives have a fitted effect of over 60% in size
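Reporter: ARE-Fluc in A549. Exposure: 18-24 h, 37 °C, 5% CO2, 5% FBS OPTI-MEM. Readouts: fluorescent cytotoxicity (CellTiter-Fluor), then luminescent Nrf2 signal after BugLite.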
EPAC2 antagonist: blocks human EPAC2 exchange factor; Q8WZA2; EPAC2 GEF exchange of Rap1B-BODIPY-GDP, fluorescence; Potency, µM (highest dose often 114 µM), for the others: at the highest dose activity, negative = inhibition, most hits filed as inhibitors; 0.18% of 360,000 active; also: % is scaled to controls: 0 for no effect and ±100 for the full control effect; nearly all actives have a fitted effect of over 45% in size; many of its hits are not listed in these tables
Target sequence (Q8WZA2 whole entry, looked up): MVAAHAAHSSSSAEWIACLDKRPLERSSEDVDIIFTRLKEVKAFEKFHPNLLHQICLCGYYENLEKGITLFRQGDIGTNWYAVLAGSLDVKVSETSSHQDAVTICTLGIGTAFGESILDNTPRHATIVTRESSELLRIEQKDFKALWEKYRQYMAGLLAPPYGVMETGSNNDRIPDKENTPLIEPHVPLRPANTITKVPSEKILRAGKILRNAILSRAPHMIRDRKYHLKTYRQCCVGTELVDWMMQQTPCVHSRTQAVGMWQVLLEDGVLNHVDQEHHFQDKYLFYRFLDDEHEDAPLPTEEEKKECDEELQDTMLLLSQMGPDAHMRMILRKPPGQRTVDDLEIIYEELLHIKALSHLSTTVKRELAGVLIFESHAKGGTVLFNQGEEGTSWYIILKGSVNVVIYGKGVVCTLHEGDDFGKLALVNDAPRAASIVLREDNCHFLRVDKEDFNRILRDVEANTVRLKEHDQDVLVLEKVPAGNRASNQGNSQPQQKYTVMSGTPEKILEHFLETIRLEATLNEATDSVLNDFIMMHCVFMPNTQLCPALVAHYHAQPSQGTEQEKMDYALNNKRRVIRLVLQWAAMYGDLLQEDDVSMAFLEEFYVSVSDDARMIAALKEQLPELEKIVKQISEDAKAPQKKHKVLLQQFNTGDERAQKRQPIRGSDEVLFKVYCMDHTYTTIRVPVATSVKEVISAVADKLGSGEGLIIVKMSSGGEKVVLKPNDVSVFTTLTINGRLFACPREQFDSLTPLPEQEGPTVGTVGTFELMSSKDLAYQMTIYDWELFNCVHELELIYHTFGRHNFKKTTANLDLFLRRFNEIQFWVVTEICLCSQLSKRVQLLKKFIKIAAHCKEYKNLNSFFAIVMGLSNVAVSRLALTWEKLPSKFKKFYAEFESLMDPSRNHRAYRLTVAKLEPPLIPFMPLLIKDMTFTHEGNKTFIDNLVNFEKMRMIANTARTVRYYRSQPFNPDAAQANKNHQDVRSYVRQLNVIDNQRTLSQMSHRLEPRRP
Nrf2 ARE act: activators of Nrf2 (ARE) signaling | AREc32 ARE-luciferase reporter (MCF7-derived line), luminescence, 24 h | Potency, µM (series often up to 46.1 µM), for inactives: top-dose activation, hits mostly activators | 0.31% of 410,000 active; also: % of control where 0% means no effect; nearly all actives have a fitted effect of over 65% in size
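Nrf2 activation is followed as ARE-luciferase induction in the AREc32 line after one day of compound treatment; luminescence is read with Steady-Glo.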
ATXN2 expr inh: ATXN2 expression inhibition; Potency, µM (doses to about 57 µM), for the others: at the highest dose activity change, negative = inhibition, hits mostly inhibitors; HEK-293 ATXN2-luciferase reporter, luminescence, 24 h; 0.72% of 360,000 active; also: % is scaled to controls: 0 for no effect and ±100 for the full control effect; nearly all actives have a fitted effect of over 55% in size
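qHTS (up to 57 uM final) was run with 24 h compound exposure of reporter cells at 37 °C. Each well was multiplexed: SteadyGlo luminescence measured ATXN2-luciferase expression after a fluorogenic Gly-Phe-AFC viability readout (25 uM final).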
A549 viability: kills or reduces viability of A549 cells in Nrf2 counter-screen; Potency, µM (doses to about 46 µM), without a hit: at the top dose activity change, negative = cytotoxicity, most hits filed as inhibitors; AID 504648; 0.16% of 390,000 active; A549 ARE-Fluc cells, CellTiter-Fluor viability, 18-24 h; also: % is scaled to controls: 0 for no effect and ±100 for the full control effect
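A549 ARE-Fluc cells in 5% FBS OPTI-MEM, 5000 cells/well, rested 2 h then exposed to compounds in concentration-response for 18-24 h at 37 °C. Viability by CellTiter-Fluor fluorescence (Ex 405/Em 525) after 30 min; luciferase luminescence (BugLite, 15 min, RT) read afterwards.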
An asterisk follows results filed as active; i = inactive; ? = inconclusive; nt = not tested or not shown; [ ] = another dose, or the depositor's remark. Calls follow the shape of the dose curve; as a rule, active = well fitted curve in the direction sought with a large enough effect; inconclusive = small, poorly fitted or top-dose-only effect, or another doubt; inactive = no such curve, though single readings can be large; an effect the other way counts as inactive or inconclusive. Potency is read from the fitted curve at half-maximal effect. Not all compounds are listed; the hit share may differ from the screen's.

No.	SMILES	EPAC2 antagonist	ATXN2 expr inh	MCF10A rereplic	TGFb SMAD3 inh	Nrf2 block	HepG2 viability	ATXN viability	A549 viability	Nrf2 ARE act
1	COc1ccc(OC)c(Nc2nc(N)nc(-c3cc4ccccc4o3)n2)c1	-11%	4%	?	?	nt	-71%	i	9%	4.7%
2	Cc1ccccc1NC(=O)CNc1ccccc1C(=O)NCc1ccco1	2%	6%	-6%	17%	nt	5%	i	18%	11%
3	COc1cccc(NC(=O)Cn2c(=O)c3c(ncn3Cc3ccccc3)n(Cc3ccccc3)c2=O)c1	-2%	-3%	-2%	33%	-1%	-11%	i	1%	0.3%
4	C/C(=N\NC(=O)Cc1ccc(Cl)c(Cl)c1)c1cccnc1	1%	-16%	5%	17%	-24%	2%	i	3%	-0.5%
5	CC1C=CCC2C(=O)N(c3ccc(OC(=O)c4cccs4)cc3)C(=O)C12 (configuration not stated)	-4%	-7%	-7%	-6%	7%	-11%	i	17%	-0.2%
6	Cc1nn(CSc2c(F)c(F)c(F)c(F)c2F)c(C)c1[N+](=O)[O-]	-3%	nt	-7%	-4%	1%	-3%	nt	1%	26%
7	O=C(NCC(c1ccc2c(c1)OCO2)N1CCOCC1)c1c(F)cccc1F (configuration not stated)	nt	nt	nt	-9%	nt	-10%	nt	8%	1.1%
8	Cc1ccc2c(C)nc(Nc3nc(CSc4nc5ccccc5s4)cc(=O)[nH]3)nc2c1	-3%	-17%	-1%	-2%	8%	1%	i	0%	0.7%
9	COc1cccc(OCc2cc(C3Nc4ccccc4C(=O)N3Cc3ccco3)ccc2OC)c1 (configuration not stated)	-1%	13%	19%	8%	-30%	0%	i	-9%	0.6%
10	CCC1CC=CC2C1C(=O)N(Cc1ccccc1)C2c1cc(C)ccc1F (configuration not stated)	nt	nt	nt	?	-22%	-48%	nt	-6%	nt
11	CC(=O)N1N=C(c2ccco2)CC1c1cc2ccc(C)cc2nc1Cl (configuration not stated)	-13%	6%	15%	-6%	-12%	-3%	?	-20%	2.2%
12	O=[N+]([O-])c1ccc(S(=O)(=O)NN=C2CCCCC2)cc1	10%	-17%	-10%	-1%	26%	-7%	i	3%	2.6%
13	O=C(c1ccccc1F)N1CCN(S(=O)(=O)c2ccc(S(=O)(=O)N3CCCCCC3)cc2)CC1	3%	-5%	7%	-4%	1%	0%	i	-7%	-0.7%
14	CC(Sc1ccc(S(=O)(=O)N2CCOCC2)cn1)c1ccccc1Cl (configuration not stated)	-4%	-29%	?	-10%	?	5%	i	4%	4.6%
15	Cn1c(N)c(C(=O)CSc2nc(C3CC3)n(-c3ccccc3)n2)c(=O)n(C)c1=O	0%	nt	0%	12%	-13%	3%	i	-1%	3.7%
16	Cc1sc(NC(=O)c2ccco2)c(C(c2cccnc2)N2CCCC2)c1C (configuration not stated)	?	21%	21µM*	?	nt	-13%	i	6%	16%
17	Cc1cc(Br)ccc1NC(=O)CN1C(=S)NC(C)(C)CC1C (configuration not stated)	11%	3%	-1%	-17%	4%	-17%	?	-1%	0.3%
18	O=C(c1cccs1)N1CCCC(c2nc3c(nnn3Cc3ccc(F)cc3)c(=O)[nH]2)C1 (configuration not stated)	-5%	-6%	0%	-3%	3%	-1%	i	2%	-0.2%
19	C=CCSC(CC)(CC)C(N)=O	4%	4%	-4%	-6%	-4%	3%	i	0%	-0.7%
20	CCOC(=O)c1c(C)oc(=O)c(CC)c1O	1%	nt	nt	0%	nt	5%	i	nt	-0.8%
21	O=[N+]([O-])c1cccc(NNS(=O)(=O)c2ccccc2F)c1	0%	-26%	17%	4%	-14%	-2%	i	1%	?
22	COc1ccc(F)cc1-c1cc(C(=O)NCc2cccc(C(F)(F)F)c2)[nH]n1	-14%	-23%	nt	?	nt	-6%	i	nt	-0.2%
23	NC(=O)c1ccccc1NC(=O)CCc1ccccc1	2%	23%	4%	-10%	nt	-2%	i	14%	0.3%
24	CCN(CC)c1cc(NCCO)c([N+](=O)[O-])c2nonc12	5%	-8%	-3%	3%	0%	-2%	?	?	0.7%
25	COc1ccc(-c2cc(C(=O)N3CCCc4ccccc43)no2)cc1	-1%	67%[activator]	27%	9%	?	-2%	i	0%	2.2%
26	COc1ccc(NC(=O)C2(C)Cc3c(-c4cccc(NC(C)=O)c4)ccnc3O2)cc1 (configuration not stated)	-7%	-22%	nt	-2%	nt	-1%	?	nt	-0.5%[9.22 µM]
27	CC1CCCCC1=NNC(=O)c1ccccc1 (configuration not stated)	6%	nt	nt	-18%	nt	-21%	i	nt	3.9%
28	Cc1cc(C(=O)COC(=O)COc2ccccc2C#N)c(C)n1CC1CCCO1 (configuration not stated)	2%	4%	0%	-8%	?	-4%	i	-4%	0.2%
29	C=CCn1c(SCC(=O)Nc2cc(C)on2)nc2ccccc21	11%	nt	nt	0%	nt	-2%	i	nt	4.5%
30	CC(=O)c1cnc(Nc2cccc(C)c2)s1	?	7%	-7%	-27%	?	-13%	i	-1%	5.3%
31	COCCCN(C(=O)Cc1csc(-c2cccc(Cl)c2)n1)c1c(N)n(Cc2ccccc2)c(=O)[nH]c1=O	9%	12%	1%	-4%	-9%	6%	i	-3%	3.0%
32	COc1ccc(S(=O)(=O)n2cccc2)cc1	-20%	nt	1%	-1%	4%	9%	i	10%	0.1%
33	CC(=O)c1ccc(OCCCC(=O)N(CCC2=CCCCC2)c2c(N)n(Cc3ccccc3)c(=O)[nH]c2=O)cc1	20%	-4%	9%	-10%	?	-38%	?	-16%	0.2%
34	CCC1C/C(=C\c2cc(OC)c(OC)cc2OC)C(=O)/C(=C/c2cc(OC)c(OC)cc2OC)C1 (configuration not stated)	10%	?	4.6µM*	?	18µM*	8.9µM*	?	?	-3.0%
35	COc1ccc([C@H]2C[C@H](n3cc(COC(=O)c4ccccc4)nn3)[C@@H](O)CN2Cc2cccs2)cc1	-4%	-26%	nt	10%	nt	-4%	?	nt	6.1%
36	Cc1ccc(N(CC(N)=O)C2SC(=O)N(C)C2=O)cc1 (configuration not stated)	6%	9%	1%	-10%	2%	0%	i	-2%	-0.6%
37	COCCOc1nc2c(c(=O)n(C)c(=O)n2C)n1Cc1cccc(OC)c1	3%	-15%	-28%	3%	nt	-3%	i	-9%	0.6%
38	Cn1cccc1C(C(=O)NC1CCCCC1)N(C(=O)Cc1cccs1)C1CC1 (configuration not stated)	5%	8%	3%	1%	-3%	11%	?	2%	-0.3%
39	O=C(/C=C/c1ccco1)Nc1ccc(S(=O)(=O)N2CCOCC2)cc1	2%	-6%	-3%	19%	-2%	13%	i	0%	11µM*
40	COc1ccccc1NC(=S)Nc1cccc(F)c1	4%	18%	-3%	?	8%	0%	i	3%	-0.5%
41	CCOc1ccc(OCC(O)CN2CCN(S(=O)(=O)c3cccc(C(F)(F)F)c3)CC2)cc1 (configuration not stated)	-1%	-18%	10%	-10%	-19%	-9%	i	10%	-0.1%
42	CCN1CCN(C(=O)NC2CC(=O)N(c3ccc(OC)cc3)C2)CC1 (configuration not stated)	0%	-4%	0%	6%	-26%	-17%	i	0%	-0.1%
43	CCN(CC)S(=O)(=O)c1ccc(N2CCOCC2)c(NC(=O)Cc2cccc3ccccc23)c1	3%	-8%	-3%	-27%	8%	3%	i	10%	0.5%
44	Cc1ccc(C(=O)c2cc(C)sc2NC(=O)CN2CCN(C(=O)c3ccco3)CC2)cc1	-12%	-33%	28%	-23%	?	11%	i	-11%	0.5%
45	Cc1cc(=O)oc2ccc(OC(=O)CC(C)C)cc12	0%	-2%	?	0%	3%	-9%	i	-3%	2.8%
46	C/C(CC(=O)Nc1cccc(Cl)c1)=N\NC(=O)Cc1ccc(Cl)cc1	0%	-11%	4%	-16%	2%	-33%	i	-9%	3.1%
47	COc1ccc(CCC(=O)NCc2nc3cccnc3n2Cc2ccccc2)cc1	nt	nt	nt	-6%	nt	-23%	nt	-2%	-0.9%
48	CCN1CC=C2C(C#N)=C(N)C(C#N)(C#N)C(CCc3ccccc3)C2C1 (configuration not stated)	45µM*	-6%	?	-6%	6%	-5%	i	0%	7.3%
49	COc1ccc(C(=O)N2CCc3ccccc32)cc1	-2%	15%	8%	0%	18%	-12%	i	8%	2.3%
50	COc1ccc(C(C)C)cc1-c1cc(C(=O)NCc2cc(C(F)(F)F)cc(C(F)(F)F)c2)[nH]n1	-2%	-14%	nt	1%	nt	-26%	i	nt	-0.8%
51	CCOC(=O)C1=C(C)NC(C)=C(C(=O)OCC)C1C(=O)OCC(=O)N(C)C	0%	17%	?	-4%	-2%	8%	i	3%	0.2%
52	Cc1ccc(C(C)C)cc1OCC(=O)NCCCn1ccnc1	3%	20%	1.5µM*	9%	10%	2%	i	-4%	-0.1%
53	CCOc1cc(S(=O)(=O)NCc2ccncc2)c(C)cc1C	0%	-9%	-18%	2%	-3%	-15%	i	7%	-0.6%
54	O=C(O)c1ccccc1NN=C1CCCCC1	-1%	47%[activator]	?	24%	?	21%	i	0%	-0.2%
55	CN(CC(=O)N1CCCCCC1)S(=O)(=O)c1ccccc1	2%	19%	4%	1%	?	3%	i	-5%	-0.4%
56	N#Cc1ccccc1COC(=O)c1cc(S(=O)(=O)N2CCOCC2)ccc1F	4%	nt	nt	13%	nt	16%	?	nt	4.5%
57	CC(CCc1ccccc1)NC(=O)CSc1nnnn1C (configuration not stated)	-1%	2%	4%	0%	9%	1%	i	1%	-0.3%

Reformatted with each value named: entries from further up
[35] COc1ccc([C@H]2C[C@H](n3cc(COC(=O)c4ccccc4)nn3)[C@@H](O)CN2Cc2cccs2)cc1
  EPAC2 antagonist = -4%	ATXN2 expr inh = -26%	MCF10A rereplic = nt	TGFb SMAD3 inh = 10%	Nrf2 block = nt	HepG2 viability = -4%	ATXN viability = ?	A549 viability = nt	Nrf2 ARE act = 6.1%

[57] CC(CCc1ccccc1)NC(=O)CSc1nnnn1C (configuration not stated)
  EPAC2 antagonist = -1%	ATXN2 expr inh = 2%	MCF10A rereplic = 4%	TGFb SMAD3 inh = 0%	Nrf2 block = 9%	HepG2 viability = 1%	ATXN viability = i	A549 viability = 1%	Nrf2 ARE act = -0.3%

[53] CCOc1cc(S(=O)(=O)NCc2ccncc2)c(C)cc1C
  EPAC2 antagonist = 0%	ATXN2 expr inh = -9%	MCF10A rereplic = -18%	TGFb SMAD3 inh = 2%	Nrf2 block = -3%	HepG2 viability = -15%	ATXN viability = i	A549 viability = 7%	Nrf2 ARE act = -0.6%
